Lipid storage S3 = qHTS Assay for Lipid Storage Modulators in Drosophila S3 Cells; lipid storage change, negative = inhibition, % at the top dose, mostly 46.1 µM; hits show Potency in µM; AID 2685, 2010; actives 0.64% (n = 320,000); Drosophila S3 cells, BODIPY lipid droplet fluorescence, 18-24 h; cells fed with added oleic acid; active = well fitted inhibition curve with a large enough effect in the signal ratio, with a control signal flat, not every such curve was filed as active; inconclusive = small, poorly fitted or top-dose-only effect, or effect the other way, or a change in a side signal; the % refers to the signal ratio
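Drosophila S3 cells loaded with oleic acid (400 uM, as added) and compounds at several concentrations; lipid droplets imaged by 488-nm laser-scanning cytometry, 500–530 nm intensity and object ratio to cell channel. Percent activity normalized to 20 uM Triacsin C.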
Lipid storage S3 cell count max = also measured in Lipid storage S3; calls as there; cell number change, %; measured here: cell count max response;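 cells counted by Cell Tracker Red CMTPX staining in the red channel; peak over a dose series mostly up to 46.1 µM; percent activity relative to internal control wells on each plate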
An asterisk follows results filed as active; i = inactive; ? = inconclusive; . = no result given; [ ] = dose if it differs, or a comment. % is set by controls: 0 for no effect and ±100 for the full control effect; potency is the fitted concentration of half-maximal effect. An excerpt; the hit share may differ from the screen's.

Each structure is followed by: Lipid storage S3 cell count max | Lipid storage S3
- COC(=O)c1c(NC(=O)CC2SC(N)=NC2=O)sc2c1CCCC2 (centres undefined)
 : . | i
- COc1ccc(C(CC(=O)O)NC(=O)c2ccccc2)cc1OC (centres undefined)
 : . | ?
- COc1ccccc1CNC(=O)CN1C(=O)COc2ccc(S(=O)(=O)NC3CCCC3)cc21
 : . | ?
- CCC(CC)C(=O)Nc1ccc(Nc2ccccc2)cc1
 : -20 | i
- Cc1nc(-c2ccc(C(=O)N3CCCC3)cc2)cs1
 : 11 | 0%
- Cc1cc(C(=O)CSc2nc3ccccc3[nH]2)c(C)n1Cc1ccco1
 : . | ?
- CC(C)c1nc(CN(C)C(=O)N[C@H](C(=O)N[C@@H](Cc2ccccc2)C[C@H](O)[C@H](Cc2ccccc2)NC(=O)OCc2cncs2)C(C)C)cs1
 : 5 | -2%
- COc1cc(/C=C2\SC(=S)N(NC(=O)c3cccnc3)C2=O)ccc1O
 : . | ?
- CCn1cc(/C=N/N=C2\CCC3C4CCc5cc(O)ccc5C4CC[C@]23C)c(C)n1 (some centres undefined)
 : . | i
- Cc1ccccc1C(=O)N1CC(=O)Nc2ccc(F)cc2C1c1ccc(F)cc1 (centres undefined)
 : . | ?
- COCCN1Cc2cccc(C(=O)Nc3ccc(C)c(C)c3)c2C1=O
 : . | ?
- O=C(NCCN1CCCC1)c1ccc(Br)cc1
 : . | ?
- O=C(CCC(=O)N(c1ccc(F)cc1)C(C(=O)NC1CCCC1)c1ccncc1)Nc1cccnc1 (centres undefined)
 : -11 | 0%
- O=C(O)CCn1c(=S)n(CCC(=O)O)c2ccccc21
 : . | ?
- CCOC(=O)c1sc2nc(CC(=O)OC)nc(N3CCN(c4ccc(OC)cc4)CC3)c2c1C
 : . | ?
- CCCn1c(CN2CCCCC2CC)nc2c1c(=O)n(C)c(=O)n2C (centres undefined)
 : -6 | -3%
- Cc1ccc(CNC(=O)c2cc(-c3ccccc3)nn2Cc2cc(C)no2)cc1
 : . | ?
- CC(C)N1CCC(N2CCN(C3CCCCCC3)CC2CCO)CC1 (centres undefined)
 : -1 | -4%
- CC1CN(C(=O)CSc2cn(CC(=O)N3CCOCC3)c3ccccc23)CC(C)O1 (centres undefined)
 : -1 | i
- COc1ccc(C2=C(CC(=O)O)C(=O)CC2)cc1
 : 10 | 1%
- CCN(c1cccc(C)c1)S(=O)(=O)c1csc(C(N)=O)c1
 : 1 | 1%
- O=C(Nc1ccc(Oc2cccnc2)cc1)c1ccccc1Cl
 : -6 | -14%
- CCCCCCSc1nnc(-c2cnn(-c3ccccc3)c2-n2cccc2)n1C
 : . | ?
- Cc1ccc(-c2nn3nnnc3c3ccccc23)cc1
 : . | ?
- COc1ccccc1NS(=O)(=O)c1ccc(O)cc1
 : . | ?
- O=C(NCC(=O)N1CCCC(C(F)(F)F)C1)c1ccc2ccccc2c1 (centres undefined)
 : . | 7%[0.0737 µM]
- CN1CCc2nc(SCC(=O)Nc3cccc(F)c3)c(C#N)c(-c3cccs3)c2C1
 : -2 | -24%
- O=C1N=C(N2CCCC2)S/C1=C\c1cccc(Br)c1
 : . | ?
- CCCn1c(Nc2ccccc2)nc2ccccc21
 : . | ?
- COCCCNC(=O)CC(C)c1ccccc1 (centres undefined)
 : . | ?
- Cc1cc(N2CCCCC2C)nc(-c2ccccc2O)n1 (centres undefined)
 : 33 | i
- Cc1ccc(C2=NC3(CCCCC3)NC2=S)cc1
 : . | ?
- Cc1cc(C)cc(NC(=O)COC(=O)CCCNC(=O)c2ccc(Cl)cc2)c1
 : -20 | 0%
- Cc1ccc(NS(=O)(=O)c2ccc(N/N=C/c3ccccc3OCC(=O)O)c([N+](=O)[O-])c2)c(C)c1
 : . | ?
- CCc1ccc(NC(=O)CCS(=O)(=O)c2cccc3nsnc23)cc1
 : . | ?
- COc1ccc(-c2ccc(Nc3ccc(S(=O)(=O)N4CCCC4)cc3)nn2)cc1OC
 : -2 | 4%
- CCOC(=O)C1CCCN(C(=O)c2cccc(S(=O)(=O)N(Cc3ccccc3)c3ccccc3OC)c2)C1 (centres undefined)
 : . | ?
- Cc1ccc(O/C=C2\OC(=O)c3ccccc32)cc1
 : 6 | -1%
- CC(=O)Nc1ccc(CN2CCCCCC2)cc1
 : -1 | -2%
- COc1cccc(C(=O)N2CCCC(CCC(=O)NCc3ccc(F)c(F)c3)C2)c1 (centres undefined)
 : . | ?
- CCc1nn(-c2ccccc2)c2c1-c1cc(OC)c(OC)cc1C1(N2)C(=O)Nc2ccccc21 (centres undefined)
 : . | ?
- CCOC(=O)C(NS(=O)(=O)c1ccc(C)cc1)(C(F)(F)F)P(=O)(OCC(C)C)OCC(C)C (centres undefined)
 : -12 | -14%
- CCCCCC(=O)Nc1cccc(C2=NOC3(C2)C[C@H](C(N)=O)N(C(=O)CCCCC)C3)c1 (some centres undefined)
 : 10 | 8%
- COc1ccc(CCNC(=O)c2cc(=O)[nH]c3ccccc23)cc1
 : . | ?
- COc1ccc(C2c3ccc(O)cc3Oc3ncn4nc(-c5ccco5)nc4c32)cc1OC (centres undefined)
 : . | ?
- CC(Sc1nn(-c2ccc(Cl)cc2)c(=S)s1)C(=O)NCC1CCCO1 (centres undefined)
 : 28 | 21%
- O=C(Nc1ccc(Br)cn1)C1CCCN1S(=O)(=O)c1ccccc1 (centres undefined)
 : -23 | 9%
- Cc1ccc(OCCn2c(=S)[nH]c3ccccc32)c(C(C)C)c1
 : . | ?
- CC1=C(C(=O)OC(C)C)C(c2cccc(F)c2)N2C(=O)C(C)SC2=N1 (centres undefined)
 : . | ?
- CCOC(=O)C1CCCN(C(=O)c2ccc(OC(C)=O)cc2)C1 (centres undefined)
 : . | ?
- Cc1cc[n+](-c2nc3ccccc3nc2[N-]S(=O)(=O)c2cccs2)cc1C
 : -1 | 7%
- Cc1ccc(NC(=S)c2ccc3ccccc3n2)c(C)c1
 : . | ?
- CC(=O)Nc1ccc(OCCOc2ccccc2C(C)=O)cc1
 : . | ?
- COc1ccc(C(=O)N2CCN(C(=O)Cc3ccccc3)CC2)cc1
 : . | ?
- COc1ccc(Cl)cc1C(=O)Nc1ccc(NC(=O)C(C)C)cc1
 : . | ?
- COc1ccc(S(=O)(=O)N2CCC(Nc3ccccc3Cl)CC2)cc1
 : . | ?
- COc1ccc(-n2cnnc2SCc2cnc(-c3ccccc3)s2)cc1
 : . | ?
- CCOc1cccc(C=NCCc2ccc(OC)c(OC)c2)c1O
 : . | ?
- Nc1nc(N)nc(-c2cccc(Cl)c2)n1
 : . | ?
- NC(=O)c1ccc(NC(=O)COC(=O)CCC(=O)c2ccc(Cl)cc2)cc1
 : . | ?

Next section:
Each structure is followed by: Lipid storage S3 cell count max | Lipid storage S3
- Cc1ccc(S(=O)(=O)N(C)C)cc1NC(=O)c1cc(=O)[nH]c2ccccc12
 : 6 | -3%
- O=C(NNC(=S)Nc1ccc(Br)cc1Cl)c1ccncc1
 : 5 | 14%
- CC1=CC(=C(C#N)C#N)C=C(C)N1Cc1ccc(Cl)cc1
 : -10 | 0%
- COc1ccc2c(c1)OC[C@H]1[C@H]2N2C(=O)c3cc(OC)ccc3NC(=O)[C@@]2(C)[C@H]1c1ccccc1
 : . | ?
- O=C(O)c1ccc(NS(=O)(=O)c2ccc(C(=O)Nc3ccccc3)cc2)cc1
 : . | ?
- CCOC(=O)N1CCN(C(=O)c2ccc(NC(=O)CC)cc2)CC1
 : . | ?
- O=C(Nc1ccccc1C(=O)NCC1CCCO1)c1ccco1 (centres undefined)
 : . | ?
- Cc1ccc(NS(=O)(=O)c2cccc3nsnc23)cc1C
 : -10 | 9%
- CCOc1c(Cl)cc(Cl)cc1CNCCNCCO
 : . | ?
- CCCCOc1ccccc1NC(=O)c1scc2c1OCCO2
 : 2 | 4%
- Cc1cc(C)c(S(=O)(=O)NCCc2ccncc2)c(C)c1
 : . | ?
- CC(C)(C)OC(=O)N[C@H](C(=O)OC(C)(C)C)c1ccccc1
 : -18 | 16%
- Cc1ccc(CN2C(=O)c3ccccc3Sc3ccc(C(=O)NCCN4CCOCC4)cc32)cc1
 : . | ?
- COCCCNC(=O)CCCCCNS(=O)(=O)c1ccc(Br)cc1
 : 1 | 1%
- [O-][n+]1c2c(nc3c1-c1ccccc1C3O)CCCC2 (centres undefined)
 : -1 | 5%
- Cc1ccc(S(=O)(=O)NCCCCC(NC(=O)OC(C)(C)C)C(=O)O)cc1 (centres undefined) (tested in a mixture with another compound)
 : -4 | -1%
- CCn1c(=O)n(CC)c2cc(S(=O)(=O)NCCOc3ccccc3)c(C)cc21
 : . | ?
- COc1ccccc1NS(=O)(=O)c1cccc(C(=O)NCC(c2ccc(F)cc2)N2CCOCC2)c1 (centres undefined)
 : . | ?
- CCc1cccc(NC(=O)[C@@H]2CCCN2C2=NS(=O)(=O)c3ccccc32)c1
 : -20 | 16%
- Cc1ccc(N2C(=O)C(CC(=O)Nc3cccc(F)c3)N(CCc3ccncc3)C2=O)cc1 (centres undefined)
 : 1 | -3%
- NC(=O)c1ccc(/C=N/O)nc1
 : . | ?
- O=C(NCCCn1ccnc1)/C(=C\c1ccco1)NC(=O)c1ccco1
 : . | ?
- COc1ccc(NC(=O)c2ccc(C)cc2)cc1
 : . | ?
- Cc1ccc(S(=O)(=O)Nc2cc3c(cc2N2CCOCC2)n(C)c(=O)c(=O)n3C)cc1
 : . | ?
- O=C(COC(=O)CCC(=O)c1cccs1)Nc1cccc(F)c1
 : 6 | 9%
- c1ccc(CNc2nc(-c3cccnc3)cs2)cc1
 : 8 | 2%
- COc1ccc(CCC(=O)OCC(=O)Nc2ccccc2OC(F)F)cc1OC
 : . | ?
- COc1cccc(CN2C(=NC(=O)CCC3CCCC3)SC3CS(=O)(=O)CC32)c1 (centres undefined)
 : . | ?
- COCCN(C(=O)CNC(=O)c1ccco1)C(C(=O)NC1CCCCC1)c1cccnc1 (centres undefined)
 : . | ?
- CCC1CCCCN1C(=O)N[C@@H](Cc1ccccc1)C(=O)O (some centres undefined)
 : -9 | -22%
- CCOc1ccc(NC(=O)CN2CCN(CC(=O)Nc3ccc(F)cc3)CC2)cc1
 : -5 | -6%
- COCCCNc1nc2ccccc2nc1NS(=O)(=O)c1ccc(Cl)cc1
 : 3 | -3%
- CCCCn1c(N)c(N(CC)C(=O)c2ccccc2C)c(=O)[nH]c1=O
 : . | ?
- O=[N+]([O-])c1cc(-c2cnc3ccccc3n2)ccc1Cl
 : 9 | 8%
- CCOC(=O)c1ccc(Oc2cc(C)nc(Cl)n2)cc1
 : . | ?
- CC(=O)c1c(C)[nH]c(C(=O)COc2cc(C)ccc2C(C)C)c1C
 : . | ?
- Cn1cc([N+](=O)[O-])c(C(=O)NCc2ccccc2)n1
 : 12 | -8%
- Cc1[nH]nc2c1/C(=N\O)CC(C)(C)C2
 : 7 | i
- O=[N+]([O-])c1cccc(-c2c(-c3ccccc3)ncc3ccc(F)cc23)c1
 : 0 | 16%
- COc1ccccc1N1CCN(CCN2C(=O)C3CCCCN3C2=O)CC1 (centres undefined)
 : -24 | i
- COc1ccc(C(=O)N/N=c2\oc3ccccc3cc2C(=O)NCc2ccccc2)cc1
 : 2 | 12%
- CSc1nc(N)nc(C(C)C)n1
 : 12 | 2%
- CN(C)/C=N/c1cc(=O)[nH]c(=O)n1C
 : 0 | 4%
- c1ccc(-c2cc3c(ccc4nonc43)nn2)cc1
 : -1 | i
- O=C(Cn1ncc2c([nH]c3ccccc32)c1=O)Nc1cccnc1
 : . | ?

Part of the list above, with each value named:
Cn1cc([N+](=O)[O-])c(C(=O)NCc2ccccc2)n1
  Lipid storage S3 cell count max: 12
  Lipid storage S3: -8%

Cc1[nH]nc2c1/C(=N\O)CC(C)(C)C2
  Lipid storage S3 cell count max: 7
  Lipid storage S3: i

O=[N+]([O-])c1cccc(-c2c(-c3ccccc3)ncc3ccc(F)cc23)c1
  Lipid storage S3 cell count max: 0
  Lipid storage S3: 16%

COc1ccccc1N1CCN(CCN2C(=O)C3CCCCN3C2=O)CC1 (centres undefined)
  Lipid storage S3 cell count max: -24
  Lipid storage S3: i

3 records picked at random from those above:
Each structure is followed by: Lipid storage S3 cell count max | Lipid storage S3
- O=[N+]([O-])c1cc(-c2cnc3ccccc3n2)ccc1Cl
 : 9 | 8%
- Cc1[nH]nc2c1/C(=N\O)CC(C)(C)C2
 : 7 | i
- O=C(Cn1ncc2c([nH]c3ccccc32)c1=O)Nc1cccnc1
 : . | ?

More compounds:
Each structure is followed by: Lipid storage S3 cell count max | Lipid storage S3
- Cc1ccc(OCc2nnc(SCC(=O)Nc3nccs3)n2-c2ccccc2)cc1C
 : . | ?
- Cc1ccc2c(c1)C(=O)CC1(CCCC1)O2
 : -15 | 3%
- COc1ccc(/C=C/C(=O)NCC(=O)N=Nc2c(O)[nH]c3ccc([N+](=O)[O-])cc23)cc1
 : . | ?
- CCOc1ccc(NC(=O)C(CC(=O)O)Cc2ccccc2)cc1 (centres undefined)
 : . | ?
- COC(=O)C(C)n1nc(C)n(-c2ccc(C)cc2)c1=O (centres undefined)
 : -11 | -18%
- CCCCC(=O)N(c1ccc(C(=O)O)cc1)c1nc(-c2ccc(Cl)cc2)c(CC)s1
 : . | ?
- CCOC(=O)N1CCN(C(=O)CN(C)S(=O)(=O)c2ccc3c(c2)C(C)(C)C(=O)N3C)CC1
 : . | 12%
- COc1ccc(CCNC(=O)c2cn(C)c3ccc(S(=O)(=O)N4CCOCC4)cc3c2=O)cc1OC
 : -23 | i
- COc1ccc(CN2C(=O)c3ccccc3C(/C=N/OCc3ccc(Cl)cc3)C2=O)cc1 (centres undefined)
 : . | -1%
- CCOC(=O)c1cn(-c2ccc([N+](=O)[O-])cc2)c2cc(Cl)c([N+](=O)[O-])cc2c1=O
 : . | ?
- CC(C(=O)Nc1ccc(Cl)cc1)c1ncc(C(F)(F)F)cc1Cl (centres undefined)
 : . | ?
